Compound activity deposited in PubChem by National Center for Advancing Translational Sciences (NCATS).
TrxR1 substrate: qHTS Assay for Substrates of Mammalian Selenoprotein Thioredoxin Reductase 1 (TrxR1): qHTS | purified TrxR1 substrate turnover, NADPH consumption readout | Potency, µM (highest dose often 114 µM), for the others: at the top dose activity change, negative = substrate turnover | 390,000 compounds, 0.01% hits | AID 588456, 2011; also: potency is read from the fitted curve at half-maximal effect; % is scaled to controls: 0 for no effect and ±100 for the full control effect; nearly all actives have a fitted effect of over 50% in size
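Rat TrxR1, dispensed at 90 nM, was prereduced with 400 uM NADPH (final) for 5 min at ~22 deg C, then incubated with compound 15 min before 400 uM selenite. A first-read NADPH fluorescence drop versus no-compound background flagged substrates.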
HP1b binding inh: HTS for Inhibitors of HP1-beta Chromodomain Interactions with Methylated Histone Tails; Chromobox protein homolog 1 (Homo sapiens), P83916; AlphaScreen HP1-beta / biotin-H3K9me3 peptide binding; Potency, µM (titrated, usually from 114 µM), for the others: at the top dose activity change, negative = inhibition, actives largely listed as inhibitors; 390,000 compounds, 0.56% hits; AID 540317, 2011; also: potency is read from the fitted curve at half-maximal effect; nearly all actives have a fitted effect of over 70% in size; inactives centre near 23
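Compound inhibition of the preformed complex between 50 nM HP1-beta and 50 nM biotinylated H3K9me3 peptide was read by AlphaScreen. Buffer was PBS pH 7.4 with 0.01% Tween-20. Incubations ran 30 min at room temperature, with 10 ug/mL donor/acceptor beads.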
PI4K2A block: qHTS for small molecular inhibitors of PI4K2A. activity change, negative = inhibition, % at 76.9 µM. Phosphatidylinositol 4-kinase type 2-alpha (Homo sapiens), Q9BTU6. AID 1346378, 2018. purified PI4K2A, ADP-Glo luminescence, 1 h; stronger effect = lower value. 420,000 compounds, 0.13% hits; in the data active = activity change below about -50%; inconclusive = mostly about -30% to -49%;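 also: -100% = wells without enzyme as full effect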
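In this quantitative HTS, ADP production by PI4K2A was quantified luminescently after 1 h at ambient temperature; 100 microM adenosine served as plate-quality control.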
Pin1 inhibitor: qHTS Assay to Find Inhibitors of Pin1 | Pin1 FP peptide displacement, HiFluor488, 10 min | Potency, µM (series often up to 115 µM), for inactives: at the top dose activity, negative = inhibition, usual class: inhibitors | AID 504891, 2011 | 390,000 compounds, 0.009% hits | Peptidyl-prolyl cis-trans isomerase NIMA-interacting 1 (Homo sapiens), Q13526; active = well fitted inhibition curve with a large enough effect in the polarisation, with a control signal flat, not every such curve was filed as active; inconclusive = small, poorly fitted or top-dose-only effect, or effect the other way, or a change in a side signal; inactive = no such curve, though single readings can be large or run the other way; the % refers to the polarisation; also: potency is read from the fitted curve at half-maximal effect; % is scaled to controls: 0 for no effect and ±100 for the full control effect
Target sequence (Q13526 whole entry, looked up): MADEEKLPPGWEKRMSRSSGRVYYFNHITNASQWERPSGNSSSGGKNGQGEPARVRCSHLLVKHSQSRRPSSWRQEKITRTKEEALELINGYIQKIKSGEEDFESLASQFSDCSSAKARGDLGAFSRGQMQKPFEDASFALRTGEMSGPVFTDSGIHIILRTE
rTrxR1 inhibitor: qHTS Assay for Inhibitors of Mammalian Selenoprotein Thioredoxin Reductase 1 (TrxR1): qHTS. Thioredoxin reductase 1, cytoplasmic (Rattus norvegicus), O89049. recombinant rTrxR1, NADPH fluorescence consumption, selenite substrate. Potency, µM (doses to about 114 µM), without a hit: top-dose activity change, negative = inhibition, hits mostly inhibitors. 390,000 compounds, 1% hits; also: potency is read from the fitted curve at half-maximal effect; % is scaled to controls: 0 for no effect and ±100 for the full control effect; nearly all actives have a fitted effect of over 65% in size
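Rat TrxR1 (90 nM in the dispensed reagent) was pre-reduced with 400 uM NADPH for 5 min at room temperature, then incubated with compound for 15 min. After 400 uM selenite was added, NADPH fluorescence (Ex 340/Em 450 nm) was followed for 8 min.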
mIDH1 inhibitor: qHTS for Inhibitors of mutant isocitrate dehydrogenase 1 (IDH1): qHTS | 390,000 compounds, 0.093% hits | Potency, µM (titrated, usually from 76.6 µM), without a hit: at the top dose activity change, negative = inhibition, most hits filed as inhibitors | IDH1-R132H enzyme, NADPH consumption, diaphorase/resazurin fluorescence | Isocitrate dehydrogenase [NADP] cytoplasmic (Homo sapiens), O75874; also: potency is read from the fitted curve at half-maximal effect; % is scaled to controls: 0 for no effect and ±100 for the full control effect; nearly all actives have a fitted effect of over 65% in size
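IDH1-R132H (0.5 ug/mL) preincubated 30 min with compound, then NADPH (0.016 mM) and alpha-KG (2 mM) added; 80 min at RT, pH 7.5. Remaining NADPH coupled via diaphorase/resazurin to fluorescence (540/590 nm); concentration-response curves normalized to no-enzyme control.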
USP1-UAF1 inh: Inhibitors of USP1/UAF1: Primary Screen | 390,000 compounds, 0.23% hits | recombinant USP1/UAF1, Ub-Rhodamine cleavage fluorescence | Potency, µM (series often up to 57.1 µM), without a hit: at the highest dose activity change, negative = inhibition, most hits filed as inhibitors; also: potency is read from the fitted curve at half-maximal effect; % is scaled to controls: 0 for no effect and ±100 for the full control effect; nearly all actives have a fitted effect of over 60% in size; inactives centre near -12
Target sequence (O94782 whole entry, looked up): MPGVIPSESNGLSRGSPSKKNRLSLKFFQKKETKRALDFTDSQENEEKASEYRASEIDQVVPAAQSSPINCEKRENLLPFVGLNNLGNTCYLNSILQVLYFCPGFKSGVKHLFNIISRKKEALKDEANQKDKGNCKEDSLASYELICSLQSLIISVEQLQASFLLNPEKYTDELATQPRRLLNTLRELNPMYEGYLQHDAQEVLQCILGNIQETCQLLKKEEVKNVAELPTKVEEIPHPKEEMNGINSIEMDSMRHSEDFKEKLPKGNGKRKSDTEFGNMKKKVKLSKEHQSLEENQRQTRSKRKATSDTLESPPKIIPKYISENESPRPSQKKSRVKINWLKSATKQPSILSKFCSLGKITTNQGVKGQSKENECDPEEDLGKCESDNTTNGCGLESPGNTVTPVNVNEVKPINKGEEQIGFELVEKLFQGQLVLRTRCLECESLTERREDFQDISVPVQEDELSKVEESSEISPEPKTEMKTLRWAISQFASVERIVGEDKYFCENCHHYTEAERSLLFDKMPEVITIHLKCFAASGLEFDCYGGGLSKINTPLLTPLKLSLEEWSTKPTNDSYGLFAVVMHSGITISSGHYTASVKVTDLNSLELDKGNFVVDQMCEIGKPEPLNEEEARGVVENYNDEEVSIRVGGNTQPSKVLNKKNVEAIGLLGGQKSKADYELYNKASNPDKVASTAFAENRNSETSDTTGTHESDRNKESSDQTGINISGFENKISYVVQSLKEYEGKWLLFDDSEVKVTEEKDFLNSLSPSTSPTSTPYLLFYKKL
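In this screen, compounds sit with the deubiquitinase complex (1nM) for 15 min at room temperature before Ub-Rho is added at 150nM final. Fluorescence rise is then followed for 6 reads every 60 seconds.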
PGK inhibitor: qHTS Assay to Find Inhibitors of Phosphoglycerate Kinase. PGK/GAPDH coupled, Kinase-Glo luminescence, 60 min. AID 602233, 2012. Potency, µM (top dose mostly 57.5 µM), without a hit: top-dose activity change, negative = inhibition, most hits filed as inhibitors. 380,000 compounds, 0.043% hits; also: potency is read from the fitted curve at half-maximal effect; % is scaled to controls: 0 for no effect and ±100 for the full control effect; nearly all actives have a fitted effect of over 60% in size
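Luminescent ATP detection (Kinase-Glo Plus) follows a 60-minute room-temperature incubation, with wells lacking PGK as controls. Buffer: 100 mM TEA (pH 7.6), 5 mM MgCl2, 0.01% Tween-20. Coupling enzyme GAPDH (100 nM final) supplies unstable 1,3-BPG in-well.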
GLS inhibitor: qHTS for Inhibitors of Glutaminase (GLS); Glutaminase kidney isoform, mitochondrial (Homo sapiens), O94925; GLS enzymatic activity, qHTS titration; Potency, µM (series often up to 45.5 µM), without a hit: top-dose activity change, negative = inhibition, most hits filed as inhibitors; 410,000 compounds, 0.21% hits; AID 624170, 2012; also: potency is read from the fitted curve at half-maximal effect; % is scaled to controls: 0 for no effect and ±100 for the full control effect
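Read-out is an Amplex red fluorescence increase coupled through glutamate oxidase and HRP, measured before and after 30 min room-temperature incubation. hKGA is in 45 mM KH2PO4 (pH 8.2) with 0.02% Tween-20; glutamine added as 1mM solution.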
Numbers without * were called inactive; i = inactive; ? = inconclusive; · = no result given; & = joins results of further samples; [ ] = remark or other dose. Unless noted, calls follow the shape of the dose curve; as a rule, active = well fitted curve in the direction sought with a large enough effect; inconclusive = small, poorly fitted or top-dose-only effect, or another doubt; inactive = no such curve, though single readings can be large; an effect the other way counts as inactive or inconclusive. Some of the compounds tested; the hit share may differ from the screen's.

[1] O=[N+]([O-])c1cccc(/C=N/N2CCN(c3ccccn3)CC2)c1
[2] CC1=[N+]([O-])C(C)(C)C(C)N(O)C1=O (configuration not stated)
[3] CCOC(=O)C1CCN(C(=O)c2ccc(SC)cc2OC)CC1
[4] COc1ccc(Oc2nc3c(c(=O)n(C)c(=O)n3C)n2Cc2ccc(Cl)cc2Cl)cc1
[5] CN(Cc1ccccc1)C(=O)CN1C(=O)CSc2ccc(S(=O)(=O)N3CCOCC3)cc21
[6] O=C1C=C(c2cc3ccccc3s2)CCC1
[7] COc1ccc(NC(=O)CCSc2nc(-c3ccco3)cc(C(F)(F)F)n2)cc1OC
[8] Cn1cc(-c2cc3n(n2)CCC(=O)N3CCCC(=O)Nc2ccc(F)cc2F)c2ccccc21
[9] COC(=O)CCSCC(=O)Nc1ccc(S(=O)(=O)N2CCOCC2)cc1OC
[10] Cc1cc(C)n(-c2nc(NCCN(C)C)c3c4c(sc3n2)CCCC4)n1
assay / entry,1,2,3,4,5,6,7,8,9,10
TrxR1 substrate,-4%,-11%,6%,-5%[57.1 µM],-3%[57.1 µM],-8%,2%,2%[57.1 µM],6%,5%
HP1b binding inh,?,6%,-16%,29%,-15%,34%,57%[activator],13%[57 µM],65%[activator],10%
PI4K2A block,-2,0,-4,1,-13,0,1,2,-8,-4
Pin1 inhibitor,-2%,0%,-2%,0%,-12%,-7%,2%,-2%,-6%,-20%
rTrxR1 inhibitor,-1%,-8%,6%,5%[57.1 µM],13%[57.1 µM],1%,9%,13%[57.1 µM],31%,15%
mIDH1 inhibitor,6%,1%,7%,-23%,7%,8%,0%,11%,1%,8%
USP1-UAF1 inh,?,7%,-17%,8%,3%,-18%,-18%,-6%,-15%,-10%
PGK inhibitor,-8%,-2%,i,1%,-7%,-6%,-4%,-1%,0%,i
GLS inhibitor,6%,25%,2%,12%,-9%,-1%,-3%,-17%,2%,11%

Reprinted from the part before: 2 compounds, then new ones.
[9] COC(=O)CCSCC(=O)Nc1ccc(S(=O)(=O)N2CCOCC2)cc1OC
[10] Cc1cc(C)n(-c2nc(NCCN(C)C)c3c4c(sc3n2)CCCC4)n1
[11] Oc1ccc(Cl)cc1/C=N/c1nc2ccccc2[nH]1
[12] CCC(Cc1ccccc1)NS(=O)(=O)c1csc(C(N)=O)c1 (configuration not stated)
[13] Cc1ccc(-n2c(SCC(=O)NCC3CCCO3)nc3ccccc3c2=O)cc1C (configuration not stated)
[14] CCCC(=O)Nc1ccccc1NC(=O)CN(C)S(=O)(=O)c1ccc(C)cc1
[15] CCOP(=O)(OCC)C(NC(=O)Nc1cccc(Cl)c1)c1ccccc1 (configuration not stated)
[16] CC(=O)NCC(=O)NC(Cc1ccccc1)C(N)=O (configuration not stated)
[17] CCCCCCCNC(=O)C1(CC2CC(c3ccc(Cl)cc3)=NO2)CCN(C(=O)OC(C)(C)C)CC1 (configuration not stated)
[18] Cc1cc2c(cc1S(=O)(=O)NCc1ccccc1Cl)OCCN2C
[19] CCc1ccc(C(=O)NC(C(=O)O)C(C)C)cc1 (configuration not stated)
[20] CCN(CC)C(=O)c1sc2nc(N3CCOCC3)c3c(c2c1N)CCCC3
assay / entry,9,10,11,12,13,14,15,16,17,18,19,20
TrxR1 substrate,6%,5%,2%,1%,1%[57.1 µM],-4%,4%,-12%,-7%,6%[57.1 µM],-8%,53%[activator]
HP1b binding inh,65%[activator],10%,29%,33%[activator],42%[activator],22%,67%[activator],6%,25%,3%&97%,31%,7%
PI4K2A block,-8,-4,7,2,0,2,6,-1,0,-1&11,8,-2
Pin1 inhibitor,-6%,-20%,-8%,7%,-2%,-1%,4%,1%,6%,1%&-6%,3%,9%
rTrxR1 inhibitor,31%,15%,20%,11%,8%[57.1 µM],9%,15%,-9%,16%,2%[57.1 µM],-13%,-22%
mIDH1 inhibitor,1%,8%,11%,-19%,-10%,1%,0%,-3%,-8%,-1%&18%,3%,7%
USP1-UAF1 inh,-15%,-10%,-3%,-9%,-11%,-2%,-19%,-1%,-23%,-20%&-10%,-15%,-23%
PGK inhibitor,0%,i,-1%,-2%,-9%,2%,i,-10%,i,-3%,i,-7%
GLS inhibitor,2%,11%,24%,-1%,-2%,4%,-10%,0%,2%,-1%&4%,·,-19%

[21] Cc1cccc(-c2noc(-c3ccc(NC4CCCC4)c([N+](=O)[O-])c3)n2)c1
[22] Cc1ccc2cccc(NC(=S)NC(=O)c3ccn(C)n3)c2n1
[23] CCOc1ccc(S(=O)(=O)NCC2CCCO2)cc1 (configuration not stated)
[24] c1ccc(CSc2nnc(Cc3ccccn3)o2)cc1
[25] Cc1ccc(-c2c[n+](CC(=O)Nc3nc(-c4ccccc4)cs3)c3n2CCC3)cc1
[26] COc1ccc(NC(=O)C2CCCN(S(=O)(=O)c3c(C)n[nH]c3C)C2)cc1OC (configuration not stated)
[27] O=C(NCc1cccnc1)C1CCCCN1S(=O)(=O)c1ccc(F)cc1 (configuration not stated)
[28] Cc1c(C(=O)NCc2ccccn2)oc2c(Cl)cccc12
[29] O=C(NNC(=O)c1ccccc1-n1cccc1)c1cccc(Cl)c1
[30] CCS(=O)(=O)N1Cc2ccccc2CC1C(=O)Nc1ccc(NC(C)=O)cc1 (configuration not stated)
assay / entry,21,22,23,24,25,26,27,28,29,30
TrxR1 substrate,-13%,3%,-4%,9%,9%[57.1 µM],-1%&-6%,1%,-3%,-1%,-3%
HP1b binding inh,42%[activator],?,34%,31%,1%,22%&27%,5%,19%,35%[activator],46%
PI4K2A block,0,9,3,-3,-1,3&-6,1,1,14,0
Pin1 inhibitor,0%,23%,0%,2%,-1%,-2%&-1%,2%,-2%,0%,?
rTrxR1 inhibitor,-6%,13%,12%,23%,20%[57.1 µM],15%&-6%,2%,4%,17%[57.1 µM],-11%
mIDH1 inhibitor,-10%,-8%,-2%,8%,2%,0%&-5%,-7%,2%,11%,3%
USP1-UAF1 inh,-12%,-10%,-4%,-10%,1%,-21%&-15%,-12%,-1%,-13%,-8%
PGK inhibitor,-2%,i,-11%,i,4%,-3%&-2%,-6%,-1%,i,5%
GLS inhibitor,-4%,13%,-7%,5%,3%,-2%&-14%,1%,7%,2%,10%

[31] COc1ccccc1CC(=O)NNC(=O)c1ccco1
[32] O=C(Cc1ccc([N+](=O)[O-])cc1)NCC1CCCO1 (configuration not stated)
[33] Cc1cc(C)c(S(=O)(=O)N(C)CC(=O)NCc2ccncc2)c(C)c1
[34] CCOC(=O)C(=CNc1ccc(NC2=NCC(C)S2)cc1)C(=O)OCC (configuration not stated)
assay / entry,31,32,33,34
TrxR1 substrate,5%,1%,13%[57.1 µM],-20%
HP1b binding inh,11%,42%[activator],19%,28%
PI4K2A block,1,1,-2,-6
Pin1 inhibitor,2%,-7%,1%,3%
rTrxR1 inhibitor,23%,25%,33%[activator][57.1 µM],-17%
mIDH1 inhibitor,3%,-7%,17%,1%
USP1-UAF1 inh,-13%,-13%,-19%,-12%
PGK inhibitor,0%,-3%,-6%,i
GLS inhibitor,1%,-6%,0%,13%

Compound profiles, as listed above. Values in the order: TrxR1 substrate	HP1b binding inh	PI4K2A block	Pin1 inhibitor	rTrxR1 inhibitor	mIDH1 inhibitor	USP1-UAF1 inh	PGK inhibitor	GLS inhibitor
Cc1ccc(-c2c[n+](CC(=O)Nc3nc(-c4ccccc4)cs3)c3n2CCC3)cc1 in the list: 9%[57.1 µM]	1%	-1	-1%	20%[57.1 µM]	2%	1%	4%	3%
Cc1cc(C)c(S(=O)(=O)N(C)CC(=O)NCc2ccncc2)c(C)c1 in the list: 13%[57.1 µM]	19%	-2	1%	33%[activator][57.1 µM]	17%	-19%	-6%	0%
CCOP(=O)(OCC)C(NC(=O)Nc1cccc(Cl)c1)c1ccccc1 (configuration not stated) in the list: 4%	67%[activator]	6	4%	15%	0%	-19%	i	-10%
